# PLC-gamma1 inh – inhibitors of human phospholipase C gamma1 | AID 720700 | P19174 | 370,000 tested, 0.84% active | purified PLC-gamma1, fluorogenic substrate, fluorescence | inhibition, % at 12.2 µM; in the data active means inhibition above about 9.5%
# ADAM10 inh – inhibits human ADAM10. O14672. recombinant ADAM10, EDANS/DABCYL FRET peptide cleavage, 3 h. inhibition, % at 7 µM. 370,000 tested, 0.62% active. AID 720582;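 active means inhibition above a per-campaign cutoff equal to the mean of compounds falling between control-based bounds plus 3 SD, cut at about 20% in these data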;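 further: 0% = DMSO wells while the 100% control is not disclosed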
# Target sequence (O14672 214-748 limits assumed): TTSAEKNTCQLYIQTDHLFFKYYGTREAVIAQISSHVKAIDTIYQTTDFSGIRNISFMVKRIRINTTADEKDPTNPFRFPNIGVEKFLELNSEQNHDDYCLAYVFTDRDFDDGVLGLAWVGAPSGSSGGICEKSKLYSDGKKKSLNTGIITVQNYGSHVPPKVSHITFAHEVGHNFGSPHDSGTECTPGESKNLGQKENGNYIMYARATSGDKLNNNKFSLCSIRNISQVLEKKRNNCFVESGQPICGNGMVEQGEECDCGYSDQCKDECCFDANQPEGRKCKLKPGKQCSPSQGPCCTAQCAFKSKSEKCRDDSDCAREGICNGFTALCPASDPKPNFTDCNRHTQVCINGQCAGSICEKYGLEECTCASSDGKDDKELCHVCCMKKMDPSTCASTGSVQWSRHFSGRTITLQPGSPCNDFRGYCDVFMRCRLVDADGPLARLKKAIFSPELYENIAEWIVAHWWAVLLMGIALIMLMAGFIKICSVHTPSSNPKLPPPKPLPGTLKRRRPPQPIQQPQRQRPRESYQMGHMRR
# KLK7 zymogen act – activates the human kallikrein-7 zymogen | P49862 | purified proKLK7, EDANS-DABCYL substrate fluorescence; 100% is mature enzyme control, 0% vehicle | activation, % at 7 µM | 370,000 tested, 0.9% active | AID 652039;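 active means activation above the mean of all tested compounds plus 3 SD, computed per campaign excluding outliers beyond control limits, cut at about 13% in these data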
# ADAM17 inh – inhibits human ADAM17; P78536; recombinant ADAM17, EDANS/DABCYL FRET peptide cleavage; inhibition, % at 6.95 µM; 370,000 tested, 0.83% active; AID 720648;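 active means inhibition above the mean of compounds lying between control limits plus 3 SD, set per campaign, cut at about 8.5% in these data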;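 further: 0% = DMSO-only wells as the low control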
# TDP2 absorb – TDP2 (human) inhibition, absorbance primary screen; inhibition, % at 12.8 µM; O95551; AID 720702; 370,000 tested, 0.34% active; recombinant TDP2, T5PNP hydrolysis, p-nitrophenol absorbance 415 nm;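 active means inhibition above the mean of all tested compounds plus 3 SD, set per campaign, cut at about 25% in these data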;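 further: 0% = DMSO with enzyme and 100% = buffer with substrate but no TDP2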
#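 System – recombinant human TDP2 · Quantity – TDP2 enzyme at 120 nM final · Doses – single concentration, 12.8 µM nominal, with 1% DMSO · Incubation – 2 h at 37 °C · Measured by – epi absorbance of p-nitrophenol freed from T5PNP by hydrolysis · Read-out – % inhibition relative to enzyme-containing and enzyme-free wells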
# Tn7 DDE FP – DD(E)-Tn7 binding inhibition, primary FP screen; 370,000 tested, 0.13% active; FP displacement of FITC-Tn7 peptide from fibrin DD(E); 0% = median of compound wells per plate; AID 720508; P02675; inhibition, % at 8.3 µM;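 active means inhibition above the mean of compounds falling within the control limits plus 3 SD of them, cut at about 14% in these data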;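 further: 0% = plate median of compound wells and 100% = 10 µM Aha-Tn7 peptide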
#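 Test system – human fibrin DD(E) · Times – 10 min preincubation, 3 h with tracer, room temperature · Detection – fluorescence polarization of the labelled Tn7 tracer · Measure – percent inhibition normalized to high-control wells · Benchmarks – high control wells with 10 µM unlabelled Aha-Tn7 peptide (full inhibition) · Repeats – singlicate testing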
# ARFGAP1 inhibitor – inhibitors of rat ARFGAP1. Arfgap1-stimulated ARF1 GTP hydrolysis, GDP FP detection. inhibition, % at 16.5 µM. 360,000 tested, 0.26% active;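 active means inhibition above a per-plate limit, mean inhibition of low control wells plus 3 SD, cut at about 25% in these data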;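 further: 0% = DMSO wells with enzyme and 100% = wells lacking Arfgap1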
# Target sequence (Q62848 1-136 limits assumed): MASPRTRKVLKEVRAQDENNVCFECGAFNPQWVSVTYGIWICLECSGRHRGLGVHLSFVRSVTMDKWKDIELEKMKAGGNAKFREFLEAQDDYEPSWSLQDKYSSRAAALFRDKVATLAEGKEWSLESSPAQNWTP
#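 System: truncated rat Arfgap1 GAP domain / Benchmarks: high control wells lacking Arfgap1, low control full reaction with DMSO / Times: compound-enzyme preincubation 20 min, reaction 120 min, detection 60 min, 25 °C / Repeats: one replicate per compound / Also added: human ARF1(Δ1-17)-GTP substrate / Measured by: Tracer-displacement fluorescence polarization with EDTA stop, 620/688 nm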
# ASAP1 inh – ASAP1 ArfGAP inhibition | Q9ULH1 | ASAP1-stimulated ARF1 GTP hydrolysis, GDP FP detection | inhibition, % at 16.5 µM | 360,000 tested, 0.19% active; in the data active means inhibition above about 25%;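 further: 0% = vehicle with enzyme and substrate and 100% = no enzyme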
# Target sequence (Q9ULH1 325-724 limits assumed): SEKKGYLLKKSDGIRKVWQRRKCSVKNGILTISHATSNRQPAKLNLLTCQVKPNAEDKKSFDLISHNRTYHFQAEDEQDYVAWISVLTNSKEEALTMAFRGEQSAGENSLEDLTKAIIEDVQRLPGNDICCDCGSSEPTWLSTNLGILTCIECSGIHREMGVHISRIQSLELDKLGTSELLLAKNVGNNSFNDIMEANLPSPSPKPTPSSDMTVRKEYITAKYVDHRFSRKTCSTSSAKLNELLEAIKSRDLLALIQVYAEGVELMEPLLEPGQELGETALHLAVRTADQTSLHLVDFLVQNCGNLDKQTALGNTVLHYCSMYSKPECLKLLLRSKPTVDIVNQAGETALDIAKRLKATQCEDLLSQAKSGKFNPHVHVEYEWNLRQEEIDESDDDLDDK
# DDE Tn6 FP inh – inhibitors of Tn6 peptide binding to human fibrin DD(E); Fibrin DD(E) TRITC-Tn6 fluorescence polarization displacement; inhibition, % at 8.3 µM; P02675; AID 720509; 370,000 tested, 0.21% active;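 active means inhibition above a per-campaign cutoff: mean of compounds within control limits plus 3 SD, cut at about 15% in these data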;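 further: 0% = median of all compound wells on the plate and 100% = blocking peptide control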
# LEDGF integ inh – blocks HIV-1 LEDGF/p75-dependent DNA integration; 370,000 tested, 0.64% active; AID 743269; TR-FRET IN-LEDGF/p75 DNA integration, Eu/Cy5; inhibition, % at 3.7 µM;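 active means inhibition above the screen-wide mean plus 3 SD, cut at about 13% in these data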;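 further: signal is the Cy5 over europium emission ratio at 671 and 618 nm; 0% = plate median of compound wells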
# An asterisk follows results filed as active; i = inactive; x = no result given.
SMILES,PLC-gamma1 inh,ADAM10 inh,KLK7 zymogen act,ADAM17 inh,TDP2 absorb,Tn7 DDE FP,ARFGAP1 inhibitor,ASAP1 inh,DDE Tn6 FP inh,LEDGF integ inh
Nn1c(SCC(=O)NCC2CCCO2)nnc1-c1ccco1 (centres undefined),-2,-4,-0.2,0,4,1,-11,16,3,1
Cc1ccc(-c2ccnc3nc(Sc4ncc(C(F)(F)F)cc4Cl)nn23)cc1,2,-44,-1.2,-15,-4,1,-6,-1,-4,-1
O=C(c1cccc(C(F)(F)F)c1)C1CCCN(C(=O)C2CCOCC2)C1 (centres undefined),-3,-7,-0.1,-4,20,2,-4,-6,6,-2
C=CCN1C(C(=O)OCC)CSCCS1(=O)=O (centres undefined),-1,2,0.4,-3,-1,0,5,7,0,-1
CCOC(=O)CNc1c(-c2ccc(Cl)cc2)nc2cnccn12,i,i,65*,i,4,-1,-2,3,-8,2
Cc1nn(CCC(=O)NNC(=S)Nc2ccc(F)cc2)c(C)c1Br,5,13,0.0,5,1,-14,4,-12,7,0
O=C(N/N=C\C=C\c1ccco1)c1cc(-c2ccc3ccccc3c2)n[nH]1,-9,1,-1.2,1,0,-3,0,10,-9,6
COC(=O)c1nnn(-c2ccccc2)c1N,1,-1,-0.4,-4,7,-6,3,3,-2,-3
Cc1ccc(NC(=O)Cn2ncn3c(cc4ccccc43)c2=O)cc1F,0,-9,-0.5,-3,-3,-3,14,9,6,1
CC1CCN(C(=O)c2ccc(COc3ccccc3Cl)o2)CC1,0,16,0.5,2,-3,-3,-3,5,-2,1
COc1cc(Cl)c(NS(=O)(=O)c2ccc(-c3ccc(=O)[nH]n3)o2)c(OC)c1,-4,3,0.6,0,1,4,12,10,4,-3
CCn1c2ccccc2c2cc(NC(=O)c3ccccc3-c3ccccc3C(=O)O)ccc21,-1,3,-0.7,4,14,-7,1,2,-7,2
CC(Cc1ccsc1)NC(=O)CCc1nnc(COc2ccccc2)o1 (centres undefined),0,6,0.1,-3,-3,-5,6,-8,-3,-1
C(=N\Nc1nc(N2CCCC2)nc(N2CCCC2)n1)/c1ccccc1OCc1ccccc1,3,4,0.2,0,3,-2,11,5,2,2
CCOC(=O)c1sc2nc(-c3ccco3)c3c(c2c1N)CC(C)(C)OC3,-92,-17,-0.5,-7,20,0,-14,-12,2,42*

# Three entries from above, with tabs:
smiles	PLC-gamma1 inh	ADAM10 inh	KLK7 zymogen act	ADAM17 inh	TDP2 absorb	Tn7 DDE FP	ARFGAP1 inhibitor	ASAP1 inh	DDE Tn6 FP inh	LEDGF integ inh
Cc1ccc(NC(=O)Cn2ncn3c(cc4ccccc43)c2=O)cc1F	0	-9	-0.5	-3	-3	-3	14	9	6	1
Cc1ccc(-c2ccnc3nc(Sc4ncc(C(F)(F)F)cc4Cl)nn23)cc1	2	-44	-1.2	-15	-4	1	-6	-1	-4	-1
COC(=O)c1nnn(-c2ccccc2)c1N	1	-1	-0.4	-4	7	-6	3	3	-2	-3

# Later entries.
SMILES,PLC-gamma1 inh,ADAM10 inh,KLK7 zymogen act,ADAM17 inh,TDP2 absorb,Tn7 DDE FP,ARFGAP1 inhibitor,ASAP1 inh,DDE Tn6 FP inh,LEDGF integ inh
O=C(CSc1nnc(CNC(=O)c2ccccc2)o1)NCc1ccco1,2,-2,-0.6,0,-10,-5,4,-5,-11,1
COc1ccc(Oc2cc(C(F)(F)F)cnc2C(N)=O)cc1,4,4,0.4,2,-2,0,-10,-23,3,0
Cc1nc(SCC(=O)Nc2ccc(S(=O)(=O)N3CCOCC3)cc2)c2c(C)c(C)sc2n1,5,-4,0.5,1,5,2,6,8,-4,1
C=CCC1=C/C(=C\c2c(N)n3nc(CC(=O)N4CCCC4)sc3nc2=O)C=C(OC)C1=O,-12,-22,-0.5,-7,-4,-4,-9,6,-4,6
CC1C=CC(C)C(C(=O)O)C1C(=O)O (centres undefined),-3,4,0.0,0,4,8,-2,8,-3,2
Cc1nc(COC(=O)c2c(C)nn(-c3ccccc3)c2C)cs1,1,7,-0.2,2,-5,6,3,7,3,-3
COc1ccc(OC)c(NC(=O)c2cc(-c3c(C)cc(C)cc3O)n[nH]2)c1,0,-71,-5.6,-42,7,3,2,11,-3,7
COc1cccc2cc(/C(=N/O)c3ccccc3)oc12,-6,2,-0.3,1,6,-1,4,17,0,0
CCC(c1nnc(SCC(=O)Nc2cccc(S(N)(=O)=O)c2)n1-c1ccc(OC)cc1)N(C)C (centres undefined),0,8,0.3,2,-4,1,10,1,2,-5
NC(=O)NC(=O)COC(=O)c1ccc(OC(F)F)cc1,-1,-16,0.1,-5,-3,0,-6,3,2,-5
CCOC(=O)[C@H]1[C@H]2COc3ccc(Cl)cc3[C@@H]2N2C(=O)c3cc(Cl)ccc3NC(=O)[C@@]12C,-1,16,-0.2,8,-5,6,3,2,-7,-3
COc1ccc(NC(=O)N(C)[C@H]2C[C@H]3c4[nH]c5ccc(-c6ccc(OC)cc6)cc5c4CCN3C(=O)[C@H]2[C@H](C)O)cc1,-404,-335,2.3,-126,-3,-3,14,-2,3,-1
CCCCCn1nc(C(=O)N(CC)c2c(N)n(CCCC)c(=O)[nH]c2=O)c2ccccc2c1=O,-2,-10,-0.3,-3,6,2,16,-12,9,-5
Cc1ccc(S(=O)(=O)Oc2ccc(/C=C(/NC(=O)c3ccccc3)C(=O)NCCC(=O)O)cc2)cc1,-22,11,-0.7,-5,2,2,5,-12,0,5
CCOC(=O)N1CN(C(=O)OCC)CN(C(=O)OCC)C1,3,8,0.0,0,8,-6,4,-1,-3,0
Cc1cccc(-c2nc(CS(=O)CC(=O)NCC3CCCO3)c(C)o2)c1 (centres undefined),-3,-6,0.7,-3,-7,-4,-6,-7,-7,5
Cc1nc2ccc(NC(=O)Cc3cccc(F)c3)cc2s1,1,5,-0.2,0,7,3,1,3,-5,1
Cc1cccc(-n2ncc3c(NCCc4ccc(S(N)(=O)=O)cc4)ncnc32)c1,0,6,-0.1,3,2,0,5,-3,-7,5
Cc1cc(C)c(S(C)(=O)=O)c(Oc2ccc(F)cc2)n1,1,-4,-0.9,0,2,-4,6,-6,0,4
COC(=O)C1=CNC=C(C(=O)OC)C1c1ccc(Cl)cc1,i,i,14*,i,-14,0,6,9,-3,1
COc1ccccc1CNS(=O)(=O)c1csc(C(N)=O)c1,2,-1,0.1,-2,-18,-5,12,-10,0,6
C=CCOc1ccc(S(C)(=O)=O)cc1,0,1,0.0,-3,-6,0,5,2,4,-2
Cc1cccc(C2=NOC(=O)/C2=C\c2ccccc2F)c1,2,-7,0.5,2,-1,-2,3,7,-1,0
Cc1onc(-c2ccccc2Cl)c1C(=O)NCC1CCCO1 (centres undefined),3,0,0.2,2,-4,-2,-6,13,0,3
Cc1cc(C)nc(NC(=O)c2ccc(COc3ccccc3Cl)cc2)c1,1,-4,-0.3,8,-13,-2,10,17,-3,-6
O=C1CC(c2ccco2)CC(O)=C1C=Nc1cc(Cl)cc(Cl)c1 (centres undefined),-1,-3,-0.5,2,-4,1,13,-1,-8,45*
O=C(Cn1cnc2ccccc21)NC(c1ccccc1)c1ccccc1,-1,6,-1.1,-5,11,2,1,12,1,-2
COc1ccc(NC(=O)CCOc2ccccc2C)cc1S(=O)(=O)N1CCCCC1,1,1,0.5,1,7,6,9,-8,12,-5
Cc1cccc(NC(=O)CCn2ccnc2C)c1,1,3,0.0,-1,4,0,-2,-11,0,-3
CC(=O)N/C(=N\OCc1ccc(Br)cc1)c1nonc1NC(C)=O,2,5,-0.6,-2,7,2,11,4,-3,-2

# Continued (2 carried over from the part before).
SMILES,PLC-gamma1 inh,ADAM10 inh,KLK7 zymogen act,ADAM17 inh,TDP2 absorb,Tn7 DDE FP,ARFGAP1 inhibitor,ASAP1 inh,DDE Tn6 FP inh,LEDGF integ inh
Cc1cccc(NC(=O)CCn2ccnc2C)c1,1,3,0.0,-1,4,0,-2,-11,0,-3
CC(=O)N/C(=N\OCc1ccc(Br)cc1)c1nonc1NC(C)=O,2,5,-0.6,-2,7,2,11,4,-3,-2
CCc1ccc(NC(=O)COC(=O)/C(=C/c2ccccc2OC)c2ccccc2)cc1,0,11,-1.1,6,6,-5,8,17,3,-3
C[C@@H]1CCCN1c1cccc2c1S(=O)(=O)N1CC[C@@H](C1)O2,-6,-10,-0.7,-7,-2,8,x,x,-1,-2
COC(=O)[C@@]12CCCN1[C@H](c1ccc(-c3ccccc3)c(OC)c1)[C@H]1C(=O)N(C)C(=O)[C@H]12,-2,3,0.2,-3,14,-5,3,2,-4,1
CCOc1ccccc1C1CC(=O)Nc2cc(OC)c(OC)cc21 (centres undefined),0,-8,0.4,-4,7,2,-8,6,0,0
Cc1cccc(OCC(=O)N/N=C\c2cc3c(cc2[N+](=O)[O-])OCO3)c1C,-1,-5,0.5,-3,-6,-3,10,-3,3,-4
NC(=S)Nc1ccc2cc[nH]c2c1,1,-3,-0.3,0,5,-1,-3,-1,-4,5
COc1ccc(-c2nc3ccccn3c2/N=C/c2ccc(OC)c(OC)c2)cc1O,-169,-91,-46,-28,12,-9,-9,-10,5,-2
CCCC(=O)c1cc2c(cc1NC(=O)c1cccs1)OCCO2,-7,-2,0.2,-1,14,2,1,0,6,-1
Cc1c(NC(=O)C(C)Sc2ccccc2)c(=O)n(-c2ccccc2)n1C (centres undefined),4,-8,-0.1,-5,5,3,4,5,2,3
CN(CC(=O)N1CCN(c2ncccn2)CC1)S(=O)(=O)c1ccc(Cl)cc1,1,-3,0.0,-1,2,-1,6,10,1,-2
CCSc1nnc(-c2ccc(S(=O)(=O)N3CCOCC3)cc2)n1C,2,-10,0.5,-3,-15,-11,-8,5,0,-3
COc1cccc(CN(C)Cc2nc(C3CC3)no2)c1,0,-8,-0.7,-2,1,0,1,0,3,-2
COc1cc2c(cc1OC)CC(=O)NC=C2,-2,-7,-0.5,-4,2,-5,-13,22,8,7
O=C(Nc1ccc(N2CCOCC2)cc1)c1ccccc1SCC(=O)N1CCCC1,-2,1,-0.1,-4,5,-2,-15,-4,4,1
CCCn1c(C)cc(=O)c2cc(NC(=O)c3cnccn3)ccc21,-2,-9,-0.5,-1,-3,-2,-2,2,-4,1
CC1(C(=O)NS(=O)(=O)c2ccc(F)cc2F)CCN1C(=O)CC1CC1 (centres undefined),0,-1,0.1,-3,4,-2,-6,-11,5,-1
CCCC[n+]1ccn(-c2nc3ccccc3nc2[N-]S(=O)(=O)c2cccs2)c1,-118,-203,3.9,-82,7,7,6,-3,-9,-2
OC1(c2cccnc2)CCN(Cc2nnnn2C2CCCCC2)CC1,1,7,0.4,-2,11,-5,4,-5,0,-4
COc1cccc(-c2nnc(SCC(=O)OC(C)C)n2Cc2ccco2)c1,1,3,0.3,2,-7,9,12,-3,0,-2

# Bioassay records as filed in PubChem BioAssay.
